Dicer inh: inhibitors of human Dicer processing of pre-microRNA; Q9UPY3; AID 1347074; actives 6% (n = 47,000); z-score at 25 µM; cat-ELCCA pre-miR-21 Dicer processing, chemiluminescence; hits give high values; in the data active = z-score above about 3, passing the limit was not always enough;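 also: plate controls were vehicle for no effect and no enzyme for full effect; higher signal means more uncleaved substrate so more Dicer inhibition; strong numbers were not always called active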
Target sequence (Q9UPY3 whole entry, looked up): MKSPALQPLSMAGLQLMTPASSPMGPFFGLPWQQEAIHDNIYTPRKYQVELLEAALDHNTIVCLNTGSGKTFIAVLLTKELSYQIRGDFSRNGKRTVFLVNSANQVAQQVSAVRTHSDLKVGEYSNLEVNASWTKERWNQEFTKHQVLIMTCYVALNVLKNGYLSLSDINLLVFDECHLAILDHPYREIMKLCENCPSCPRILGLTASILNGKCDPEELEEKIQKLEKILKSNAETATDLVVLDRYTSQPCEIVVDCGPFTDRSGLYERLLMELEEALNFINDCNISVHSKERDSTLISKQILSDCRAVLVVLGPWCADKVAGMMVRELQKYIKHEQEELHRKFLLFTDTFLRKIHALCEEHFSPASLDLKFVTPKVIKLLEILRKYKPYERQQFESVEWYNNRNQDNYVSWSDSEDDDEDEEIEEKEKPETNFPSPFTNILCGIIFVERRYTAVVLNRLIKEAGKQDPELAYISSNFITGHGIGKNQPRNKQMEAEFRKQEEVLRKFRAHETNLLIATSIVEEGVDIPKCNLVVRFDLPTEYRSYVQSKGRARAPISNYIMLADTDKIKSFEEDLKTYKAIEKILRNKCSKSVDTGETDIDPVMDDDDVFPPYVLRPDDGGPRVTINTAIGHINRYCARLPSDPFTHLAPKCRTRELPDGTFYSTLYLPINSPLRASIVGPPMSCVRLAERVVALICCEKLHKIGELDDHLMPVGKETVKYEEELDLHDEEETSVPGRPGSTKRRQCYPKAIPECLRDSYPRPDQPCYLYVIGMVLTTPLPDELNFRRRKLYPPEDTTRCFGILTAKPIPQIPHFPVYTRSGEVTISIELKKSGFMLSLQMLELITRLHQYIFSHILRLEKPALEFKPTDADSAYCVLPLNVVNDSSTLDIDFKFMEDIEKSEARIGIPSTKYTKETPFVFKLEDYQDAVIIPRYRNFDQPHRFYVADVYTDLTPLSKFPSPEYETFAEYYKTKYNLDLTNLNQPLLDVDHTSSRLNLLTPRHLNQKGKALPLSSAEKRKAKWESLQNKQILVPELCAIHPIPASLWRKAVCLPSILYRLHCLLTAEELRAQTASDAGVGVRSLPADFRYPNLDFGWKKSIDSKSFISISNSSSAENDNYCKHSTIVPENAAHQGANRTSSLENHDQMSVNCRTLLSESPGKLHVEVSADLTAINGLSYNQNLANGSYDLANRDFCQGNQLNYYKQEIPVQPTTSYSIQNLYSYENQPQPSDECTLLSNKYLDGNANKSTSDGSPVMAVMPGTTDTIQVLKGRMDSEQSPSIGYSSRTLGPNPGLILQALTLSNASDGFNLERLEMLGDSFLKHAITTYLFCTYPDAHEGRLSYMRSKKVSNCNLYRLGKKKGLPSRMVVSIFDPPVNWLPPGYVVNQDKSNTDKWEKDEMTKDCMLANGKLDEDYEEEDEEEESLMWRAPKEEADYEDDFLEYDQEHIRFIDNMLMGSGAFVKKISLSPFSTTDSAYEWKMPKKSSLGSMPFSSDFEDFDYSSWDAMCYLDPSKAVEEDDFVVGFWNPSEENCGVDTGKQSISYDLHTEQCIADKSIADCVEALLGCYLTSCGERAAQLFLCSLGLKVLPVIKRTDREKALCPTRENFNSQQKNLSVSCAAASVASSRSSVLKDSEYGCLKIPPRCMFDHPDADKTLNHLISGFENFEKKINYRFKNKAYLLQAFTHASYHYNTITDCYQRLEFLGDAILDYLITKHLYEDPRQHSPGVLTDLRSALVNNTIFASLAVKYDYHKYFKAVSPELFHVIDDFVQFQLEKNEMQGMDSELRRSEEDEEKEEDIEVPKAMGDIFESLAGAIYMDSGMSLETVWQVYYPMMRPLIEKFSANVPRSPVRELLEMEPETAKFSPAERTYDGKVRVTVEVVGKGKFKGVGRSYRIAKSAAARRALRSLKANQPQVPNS
An asterisk follows results filed as active. These rows are one share of the data. The share of hits here may be higher or lower than overall.

smiles | Dicer inh
CCCCC1(Cc2ccccc2)C(=O)c2cccc3c4ccccc4n(c23)C1=O (stereo not given) | -1.1
COc1ccccc1C1CC(=O)C2=C(C1)NC(C)=C(C(=O)OC1CCCC1)C2c1ccsc1 (stereo not given) | -0.04
COC(=O)Nc1c(-c2ccccc2)nc2ccccn12 | -0.09
COc1ccc(-c2nc3c([nH]2)c(=O)[nH]c(=O)n3C)cc1 | -0.2
O=C1c2ccccc2C(=O)N1CN(CCCn1ccnc1)CN1C(=O)c2ccccc2C1=O | 1.3
CC(C)(C)c1ccc(C(=O)O/N=C(\N)CS(=O)(=O)C(C)(C)C)cc1 | -0.97
c1ccc(CN2CCN(Cc3cn[nH]c3-c3ccccc3)CC2)cc1 | -2.6
COc1ccccc1N1C(=O)CC(Nc2ccc(N(C)C)cc2)C1=O (stereo not given) | -1.8
CSc1nc(N)c2ncn([C@@H]3O[C@H](COP(=O)(O)OP(=O)(O)O)[C@H](O)C3O)c2n1 (stereo not given in full) | 2.8
N#CCSC1=CC(=O)CC(c2ccccc2)S1 (stereo not given) | -3.1
O=C(Nc1ccc(OC(F)(F)F)cc1)Nc1sccc1-c1nc2ccccc2s1 | 0.24
O=C(CN1C(=O)COc2ccc(Cl)cc21)N1CCCCC1 | 2.3
CCc1n(CC)c2ccccc2[n+]1CC(O)COc1ccc(OC)cc1 (stereo not given) | 0.26
COC(=O)Nc1cc(C)n(-c2ccccc2)n1 | 0.02
CO/N=C1\CC(C)(C)Cc2c(-c3ccn(C(=O)Nc4cccc(Cl)c4)n3)sc(SC)c21 | 0.56
CCc1cccc(CC)c1N(C)C(=O)c1cnccc1C(F)(F)F | -0.84
COC(=O)C1C(c2ccc(OC)cc2)C(C(=O)OC)S(=O)(=O)CS1(=O)=O (stereo not given) | -0.34
Cn1nccc1NC(=O)Nc1cc(Cl)cc(Cl)c1 | -0.4
C=CCn1c(SCC(=O)O)nnc1-c1ccccc1 | 0.35
Fc1ccc(Nc2nc(-c3ccc(F)c(F)c3)cs2)c(F)c1 | 60*
Cc1cccc2nc(CSc3nnnn3-c3ccccc3)cn12 | 6.5*
O=S(=O)(Oc1cc(Cl)cc(Cl)c1)c1cc(S(=O)(=O)c2ccccc2)cs1 | 2.6
CC(=O)Oc1ccc(OC(C)=O)c2cc3c(OC(C)=O)ccc(OC(C)=O)c3cc12 | -0.98
CN(C)c1ccc(C2/C(=C(/O)c3ccccc3)C(=O)C(=O)N2CCO)cc1 (stereo not given) | -1.2
O=C(Nc1csc(-c2cccs2)n1)Nc1ccc(F)cc1F | 3.2
CNc1ccc(Cl)cc1C(=O)Nc1nnc(C)s1 | -0.08
Cc1ccc(/C(O)=C2/C(=O)C(=O)N(CC(C)O)C2c2cccc(O)c2)cc1 (stereo not given) | 6.1
CC(=O)Nc1ccc(S(=O)(=O)Nc2ccnn2C)cc1 | 0.02
Cc1ccc(S(=O)(=O)NC(=O)Nc2ccc(NC(=O)c3ccccc3O)cc2)cc1 | 1.4
CCn1c(N)c(C(=O)NC2CCCCC2)sc1=S | -1.4
Cc1nc([N+](=O)[O-])cn1CC(O)c1ccc(-c2ccccc2)cc1 (stereo not given) | -0.79
O=C(CSc1nc2c(c(C(F)(F)F)n1)CCc1ccccc1-2)NCC1CCCO1 (stereo not given) | 0.48
CC1=CC(=O)C(CCCC2=CC(=O)C=CC2=O)=CC1=O | -0.25
Cc1nn(C)c2oc(=O)cc(-c3ccccc3)c12 | -1.9
CC(C)c1cc(Oc2ccc([N+](=O)[O-])cn2)cc(C(C)C)c1 | -0.38
c1csc(-c2cncc(-c3nnc(-c4cccc5ccccc45)o3)c2)c1 | -1.3
CCCc1nn2c(=O)c(NC(=O)c3ccc(C)cc3)cnc2s1 | -0.87
Cc1cccc(-n2c(CC#N)n[nH]c2=S)c1 | -0.09
Cc1cc(-c2csc(=S)n2Nc2ccccc2)ccc1Cl | -0.71
O=C(O)Cn1nnnc1SCC(=O)Nc1ccccc1F | -0.92

Reformatted as labelled records: part of the list above
O=C(CSc1nc2c(c(C(F)(F)F)n1)CCc1ccccc1-2)NCC1CCCO1 (stereo not given)
- Dicer inh: 0.48

CC1=CC(=O)C(CCCC2=CC(=O)C=CC2=O)=CC1=O
- Dicer inh: -0.25

Cc1nn(C)c2oc(=O)cc(-c3ccccc3)c12
- Dicer inh: -1.9

CC(C)c1cc(Oc2ccc([N+](=O)[O-])cn2)cc(C(C)C)c1
- Dicer inh: -0.38

(list continues)
smiles | Dicer inh
Cc1cccc(C)c1NC(=S)N(CCC#N)C1CCCCC1 | -0.56
Cc1ccc(-c2nn(C)c(=O)c3ccccc23)cc1S(=O)(=O)N1CCOCC1 | -4.8
O=c1c2cc(-c3ccccc3)sc2n(Cc2ccccc2Cl)c(=O)n1-c1ccccc1 | 0.38
CC1OC(=O)N(c2cc(Cl)cc(Cl)c2)C1=O (stereo not given) | 0.2
CSc1nnc(SCc2cc(=O)oc3cc(O)ccc23)s1 | -0.67
CCCCc1c(C)c(C#N)c2nc3ccccc3n2c1NCCN1CCOCC1 | 9.8
COc1ccc(C(c2c[nH]c3ccccc23)c2c[nH]c3ccccc23)cc1O | 2.9
O=C(Nc1ccccc1)OC1CN(C(c2ccccc2)c2ccccc2)C1 | -0.21
CC(=O)N1CCSC1C(=O)NN(C(=O)c1cc2ccccc2s1)C(=O)c1cc2ccccc2s1 (stereo not given) | 0.2
COc1ccc(Cl)cc1/C=C1\N=C(SC)SC1=O | 0.96
O=C(Oc1ccc(Cl)cc1)c1csc(C2COc3ccccc3O2)n1 (stereo not given) | -0.67
CC1=C(C(=O)OCc2ccccc2)C(c2cccc(F)c2)C2=C(CCCC2=O)N1 (stereo not given) | -0.47
Cc1ccc(S(=O)(=O)Nc2ccc(C)cc2NS(=O)(=O)c2ccc(F)cc2)cc1 | 4.6*
Cc1ccc(C(=O)COC(=O)C2CCC(N3C(=O)C4CCCCC4C3=O)CC2)cc1C (stereo not given) | -1.9
Cn1cc(/C(N)=N/OC(=O)c2ccc(Cl)cc2)c(=O)n(Cc2ccccc2)c1=O | 0.74
Cc1nc(C(F)(F)F)nc(NNC(=O)Nc2ccccc2)c1C | 0.43
Cn1c(Sc2nc3ccc(Cl)cc3s2)nnc1-c1cccs1 | -1.6
O=C(c1ccccc1)C(C(=O)c1ccccc1)C(=O)c1ccccc1 | -1.5
COc1cccc(OC)c1NC(=O)NC(=O)c1c(OC)ccc(Br)c1OC | -0.21
O=C(O)CCC(=O)c1ccc(Cl)cc1 | -0.17
COC(=O)c1cc(=O)c2cc(NC(=O)c3ccc(OC(F)(F)F)cc3)ccc2[nH]1 | -0.94
CCCCCc1c(C)nc(Nc2nc(C)c3cccc(C)c3n2)[nH]c1=O | -0.24
CCOC(=O)Cn1cc(C#N)c(=O)[nH]c1=O | -0.59
CCSC1=N/C(=C\c2c(OC)cc(OC)cc2OC)C(=O)S1 | 0.17
COc1ccc2c(c1)-c1c(sn(-c3cc(C)ccc3O)c1=S)C(C)(C)N2 | 1.9
COc1cccc(OCC(F)(F)F)c1C#N | 0.1
O=C1NC(=S)S/C1=C/c1ccc(Sc2ccc(C(F)(F)F)cn2)c([N+](=O)[O-])c1 | 3.4*
O=C(Nc1ccc(Br)c(Cl)c1)Nc1csc(Cc2c(Cl)cccc2Cl)n1 | -0.18
O=C(O)c1ccc2nc3ccccc3nc2c1 | -1.9
Cc1nn(C)c(NCCSCc2c(Cl)cccc2Cl)c1[N+](=O)[O-] | 1.4

Quoted at random: 6 compounds from above
smiles | Dicer inh
Cc1nn(C)c(NCCSCc2c(Cl)cccc2Cl)c1[N+](=O)[O-] | 1.4
CCCCCc1c(C)nc(Nc2nc(C)c3cccc(C)c3n2)[nH]c1=O | -0.24
CCSC1=N/C(=C\c2c(OC)cc(OC)cc2OC)C(=O)S1 | 0.17
O=C(O)c1ccc2nc3ccccc3nc2c1 | -1.9
O=C(Nc1ccc(Br)c(Cl)c1)Nc1csc(Cc2c(Cl)cccc2Cl)n1 | -0.18
COC(=O)c1cc(=O)c2cc(NC(=O)c3ccc(OC(F)(F)F)cc3)ccc2[nH]1 | -0.94

(continued)
canonical_smiles	Dicer inh
CC(C)C(=O)NC(c1ccco1)c1ccc2cccnc2c1O (stereo not given)	12
CN1c2ccccc2C(=O)/C(=C\Nc2ccccn2)S1(=O)=O	-0.29
CCCn1c(NCc2ccncc2)nc2ccccc21	1.3
Cn1ncc([N+](=O)[O-])c1C(=O)Nc1cccc(Cl)c1	0.99
Cc1cc(C)c(S(=O)(=O)NCc2ccc3c(c2)OCO3)cc1Br	-1.2
CCOC(=O)CN(C(=O)COc1nc(C)cc(C)c1C#N)c1cccc(C(F)(F)F)c1	2.2
COC(=O)c1cccc(-n2c(N)cc(=O)n(Cc3ccccc3)c2=O)c1C	-1.1
Cc1ccnc(-n2c(=S)[nH]c3sc(C)c(C)c3c2=O)c1	0.49
CC1CC(=O)C2=C(C1)Nc1ncnn1C2c1ccccc1 (stereo not given)	4.6*
O=C(Cn1cc(C(=O)C2CCCCC2)c2ccccc21)NCC1CCCO1 (stereo not given)	0.7
CN(C)S(=O)(=O)n1cc(/C=C/c2noc(-c3ccccc3O)n2)c2ccccc21	-0.79
O=C(Nc1cc(-c2nc3cc(Cl)ccc3o2)ccc1Cl)c1ccc([N+](=O)[O-])o1	1.3
CSc1sc(C#N)c2c1C(=O)CC(c1ccccc1)C2 (stereo not given)	9.7
CC1CC2(CC(C)(c3csc(N)n3)OC2=O)C(=O)O1 (stereo not given)	-0.39
FC(F)(F)c1cnc(CSc2nnc(SCC3CC3)s2)c(Cl)c1	-1.9
CCCCN(C)Cc1c(C)[nH]c2ccc(Br)cc2c1=O	0.6
CCOC(=O)c1ccccc1N1C(=O)C2Sc3[nH]c(=O)sc3C(/C=C/c3ccccc3)C2C1=O (stereo not given)	-2.2
Cc1onc(-c2c(Cl)cccc2Cl)c1C(=O)ON1C(=O)c2ccccc2C1=O	-0.4
Cc1cccc(C)c1N=Cc1c(O)[nH]c(=O)[nH]c1=O	-0.66
CSc1sc(C(=O)NNS(C)(=O)=O)c2c1C=CCC2	-0.38
COc1ccc(-c2nnc(SCc3cccc4ccccc34)o2)cc1	-0.09
CN(C)S(=O)(=O)c1ccc2c(c1)Cc1cc(S(=O)(=O)N(C)C)ccc1-2	-0.31
O=C(O)c1ccc(-c2nc(-c3ccccc3)c(-c3cccs3)[nH]2)cc1	0.45
COc1ccc(/C(C#N)=C2C=C(Br)/C(=N/O)C=C\2Cl)cc1	7.1
CCOC(=O)c1c(NC(=O)Nc2cccc(Cl)c2)sc2c1C(C(=O)OCC)CC2 (stereo not given)	-2.8
O=C1Nc2ccc(F)cc2/C1=N/N1CCOCC1	-0.61
O=C(O)CCCNS(=O)(=O)c1ccc(Br)cc1	0.99
COc1ccc(-c2c(C)nn3c2N=C(c2ccccc2)CC3c2ccco2)cc1 (stereo not given)	-0.12
COC(=O)c1c(NC(=O)c2ccc(Cl)cc2)csc1C	-0.2
CN(C)/C=C/C(=O)c1cccc(Br)c1	-0.32
CC(C)(C)C(=O)O/N=C(\N)c1c(Cl)cccc1Cl	-1.3
CC1(C)Cc2ccccc2-c2nnc(-c3cccs3)n21	0.28
OC(COc1ccc(C(F)(F)F)cn1)CSc1ccc(C(F)(F)F)cn1 (stereo not given)	0.3
COc1ccccc1C(=O)n1nc(C)c(Sc2nnc(C(F)(F)F)n2C)c1C	1.6
O=C(CC1SC(=NC2CC3C=CC2C3)NC1=O)Nc1ccc(Cl)cc1 (stereo not given)	0.3
CC(C)NC(=O)CN1C(=O)c2cccc3cccc1c23	1.5
Cc1cc(=O)oc2c1c(C(F)(F)F)nn2-c1ccccc1	-0.35
NNC(=O)Cn1c(-c2ccccc2)cc(=O)n2ncnc12	-0.47
O=C(Nc1cccc(Cl)c1)c1nn2c(C(F)(F)F)cc(-c3ccco3)nc2c1Cl	4*
O=C1CC(C(=O)Nc2cccc(F)c2)n2ncnc2N1 (stereo not given)	-1.2
O=C(O)/C=C/C(=O)N1CCCN(c2ncccc2C(F)(F)F)CC1	-1.7
CC(C)(C)C1CCc2c(sc(NC(=O)CCC(=O)O)c2C(=O)Nc2ccccc2Cl)C1 (stereo not given)	-0.75
N#CC(C(=O)c1ccco1)=C1SCCCS1	-0.35
c1ccc(-c2nnc3sc(-c4csc5c4CCCC5)nn23)cc1	1.9
Cc1cccc(N=C(N)N=C(N)N)c1C	0.81
CNC(=O)NNc1nccc(-c2cccnc2)n1	-0.69
Oc1ccc(Cl)cc1-c1csnn1	0.76
CC(C)(C)NC(=O)N/N=C(\N)c1ccc(C(F)(F)F)cn1	-2.1
O=C1NC(=O)C(c2ccccc2[N+](=O)[O-])=C1Nc1ccc(O)c(Cl)c1	-2.1
Cc1ccc(C2c3c(oc4ccccc4c3=O)C(=O)N2c2nnc(C)s2)cc1 (stereo not given)	-0.09
COc1ccc(-c2nnc(SCc3ccccc3C)o2)cc1	2.1
Cc1ccc2c(c1)C(=NCCCN=C1C(=O)Nc3ccc(C)cc31)C(=O)N2	0.88
CCOc1ccc(Cc2c(Cl)nc(SC)nc2N(C)C)cc1	0.61
Cc1cc(C)c2nc(C)cc(Nc3ccc(N(C)C)cc3)c2c1	2.8
COC(=O)c1c(C)oc2ccc(OCc3ccc(C)cc3)cc12	0.27
CCOc1ccc(C2c3c(oc4ccccc4c3=O)C(=O)N2c2nccs2)cc1OCC (stereo not given)	0.1
Cc1cccc(NC(=S)N(CCC#N)C2CCCCC2)c1	-0.52
CCCOC(=O)C1C2C=CC3(CN(Cc4ccc(C)cc4)C(=O)C13)O2 (stereo not given)	-1.2
O=C(O)CCSc1nnc(-c2ccccc2)o1	-0.79
CC1CN(CN2C(=O)c3ccccc3C2=O)CC(C)O1 (stereo not given)	3.4*

Two neighbouring compounds already listed:
canonical_smiles	Dicer inh
CCCCC1(Cc2ccccc2)C(=O)c2cccc3c4ccccc4n(c23)C1=O (stereo not given)	-1.1
COc1ccccc1C1CC(=O)C2=C(C1)NC(C)=C(C(=O)OC1CCCC1)C2c1ccsc1 (stereo not given)	-0.04

Next part:
canonical_smiles	Dicer inh
COC(=O)c1sccc1N=CC1=C(O)CC(c2cccs2)CC1=O (stereo not given)	-0.69
Cc1cc(C)c(C#N)c(Nc2ccc(Br)cc2)n1	1.8
O=C(Cn1c(=O)oc2ccccc21)N1CCCCC1	0.14
NC(=S)CS(=O)(=O)Cc1ccco1	16
